Assay outcomes (PubChem)
GLP-1R inv ag: acts as inverse agonist at human GLP-1 receptor; HEK293 GLP-1R CRE-luciferase, luminescence, 24 h; GLP-1R form is constitutively active; Potency, µM (highest dose often 38.3 µM), for the others: at the top dose activity change, negative = inhibition, most hits filed as inhibitors; hit rate 1.6% among 410,000; further: potency means the concentration at half of the fitted maximal effect; on the % scale 0 is the no-effect control and ±100 the full control effect; nearly all actives have a fitted effect of over 55% in size
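Using stably transfected HEK293 (constitutively active GLP-1R, cAMP-luciferase reporter), compounds were incubated 24 hr and luciferase measured by luminescence.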
WRN helicase inh: inhibitors of human WRN helicase; hit rate 0.46% among 360,000; Potency, µM (series often up to 114 µM), for inactives: at the top dose activity change, negative = inhibition, hits mostly inhibitors; WRN helicase unwinding, fluorescent forked duplex, kinetic; Q14191; further: potency means the concentration at half of the fitted maximal effect; on the % scale 0 is the no-effect control and ±100 the full control effect; nearly all actives have a fitted effect of over 55% in size
Target sequence (Q14191 whole entry, looked up): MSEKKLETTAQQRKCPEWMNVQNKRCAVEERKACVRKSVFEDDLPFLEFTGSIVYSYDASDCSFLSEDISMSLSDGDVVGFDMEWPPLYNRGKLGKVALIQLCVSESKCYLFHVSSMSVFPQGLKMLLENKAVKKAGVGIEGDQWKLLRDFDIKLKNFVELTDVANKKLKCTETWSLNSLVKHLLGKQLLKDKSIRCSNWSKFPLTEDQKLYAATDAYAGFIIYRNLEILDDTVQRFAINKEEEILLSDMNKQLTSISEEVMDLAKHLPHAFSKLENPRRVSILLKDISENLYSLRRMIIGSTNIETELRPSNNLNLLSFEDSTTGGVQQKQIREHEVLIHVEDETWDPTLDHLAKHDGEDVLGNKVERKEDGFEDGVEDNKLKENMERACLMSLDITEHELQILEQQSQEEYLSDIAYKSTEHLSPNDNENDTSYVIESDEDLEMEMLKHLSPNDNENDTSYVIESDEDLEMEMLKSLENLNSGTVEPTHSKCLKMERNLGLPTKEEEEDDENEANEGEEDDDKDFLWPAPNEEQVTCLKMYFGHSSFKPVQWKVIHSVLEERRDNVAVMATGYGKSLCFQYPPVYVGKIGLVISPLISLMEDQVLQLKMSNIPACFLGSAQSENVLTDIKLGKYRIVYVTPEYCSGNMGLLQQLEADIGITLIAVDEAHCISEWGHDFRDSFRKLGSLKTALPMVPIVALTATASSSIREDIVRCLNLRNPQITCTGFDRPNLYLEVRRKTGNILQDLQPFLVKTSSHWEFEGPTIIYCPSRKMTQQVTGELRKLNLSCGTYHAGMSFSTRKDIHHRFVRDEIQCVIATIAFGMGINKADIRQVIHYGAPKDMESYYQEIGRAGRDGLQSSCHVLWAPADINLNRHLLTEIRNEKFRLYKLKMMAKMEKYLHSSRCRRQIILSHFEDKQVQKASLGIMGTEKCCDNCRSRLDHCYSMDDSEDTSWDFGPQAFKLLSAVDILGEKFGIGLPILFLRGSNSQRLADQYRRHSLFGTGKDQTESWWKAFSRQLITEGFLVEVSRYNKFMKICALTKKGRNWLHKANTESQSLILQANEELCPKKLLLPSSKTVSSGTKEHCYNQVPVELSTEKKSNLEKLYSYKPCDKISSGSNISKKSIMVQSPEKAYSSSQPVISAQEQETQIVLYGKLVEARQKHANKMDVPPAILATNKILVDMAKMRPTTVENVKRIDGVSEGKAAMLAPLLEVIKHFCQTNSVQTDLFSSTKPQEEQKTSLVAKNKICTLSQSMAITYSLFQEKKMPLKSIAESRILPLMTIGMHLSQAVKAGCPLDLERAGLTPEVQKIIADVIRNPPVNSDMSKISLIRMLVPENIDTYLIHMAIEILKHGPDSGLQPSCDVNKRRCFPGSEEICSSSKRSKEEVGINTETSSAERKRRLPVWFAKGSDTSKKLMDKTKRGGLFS
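Kinetic red-fluorescence monitoring (525/598 nm) tracks WRN helicase activity after 100 nM fluorophore-quencher forked duplex and 2 mM ATP are added to 20 nM enzyme pretreated 15 min at room temperature with compound.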
PLK1 PBD block: PLK1 (human) polo-box domain binding inhibition. hit rate 2.8% among 360,000. Plk1 PBD binding of FITC phosphopeptide, fluorescence polarization. AID 720504. P53350. Potency, µM, for inactives: max response, negative = inhibition, hits mostly inhibitors; further: potency means the concentration at half of the fitted maximal effect; series mostly up to about 57 µM; on the % scale 0 is the no-effect control and ±100 the full control effect; nearly all actives have a fitted effect of over 65% in size
GLP1R cytotox: cytotoxicity in counter-screen for GLP-1R inverse agonists | hit rate 0.13% among 410,000 | Potency, µM (highest dose often 38.3 µM), for inactives: at the highest dose activity change, negative = inhibition, actives largely listed as inhibitors | HEK293 cAMP-luciferase reporter cells, luminescence, 24 h;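 further: loss of luciferase light is scored as toxicity; potency means the concentration at half of the fitted maximal effect; on the % scale 0 is the no-effect control and ±100 the full control effect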
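MLSMR compounds, 24 hr on cells at 37 deg C/5% CO2; luminescence after luciferase reagent (12 min RT). Inhibition counted as the undesired cytotoxic outcome.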
IL2 activator: activates IL-2 in a cell-based reporter assay; IL-2 activation reporter assay, cell-based qHTS; stimulated with anti-CD3/CD4/CD28 beads; in transgenic mouse T cells; activation, % (series mostly up to about 46 µM); hit rate 0.065% among 360,000; AID 652025; in the data active means activation above about 50%; inconclusive means mostly about 30% to 49%; further: 0% is about no effect
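Readout is EGFP and DsRed signal by fluorescent plate cytometry after 18 h at 37 degrees C. Transgenic mouse T cells (750/well) received compound for 60 min before bead stimulation (anti-CD3, anti-CD4, anti-CD28); memory T cells served as non-tolerant control.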
D3 antag: D3 dopamine receptor (human) antagonism; AID 652054; hit rate 2.5% among 360,000; max response, negative = inhibition, %; P35462; D3R cells, DiscoveRx beta-arrestin luminescence, antagonist mode; stronger effect = lower value; in the data active means max response below about -50%; inconclusive means no clear call, values can overlap the other calls; further: on the % scale 0 is the no-effect control and ±100 the full control effect; mostly tested at two doses, the higher about 12 µM
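Cells expressing the human receptor were seeded at 1500 cells/well, incubated overnight at 37 degrees C in 5% CO2, then exposed to library compounds with dopamine controls for 90 minutes at 37 degrees C before luminescent detection.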
D3 ag: D3 dopamine receptor (human) agonism | P35462 | D3R DiscoveRx beta-arrestin cells, luminescence, 90 min | max activation, % | hit rate 0.58% among 410,000; in the data active means max activation above about 30%; further: 0% is about no effect; mostly tested at two doses, the higher about 12 µM
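Agonist mode: compounds and dopamine controls were applied to plated cells for 90 min at 37 degrees C after an overnight attachment at 1500 cells/well. Luminescent read-out followed 30 - 60 minutes at room temperature with DiscoveRx detection reagent.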
PI5P4K alpha inh: inhibitors of human PI5P4K alpha; P48426; PI5P4Kalpha enzyme, ADP-Glo luminescence, 60 min; stronger effect = lower value; max response, %; hit rate 1.2% among 330,000; AID 652105; active means max response of -50% or lower; inconclusive means between -30% and -50%; inactive means -30% or higher; further: value at the top dose of about 77 µM; on the % scale 0 is the no-effect control and ±100 the full control effect
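Compounds were pin-transferred onto PI5P4Kalpha and substrate in HEPES pH 7.4 buffer with EGTA, CHAPS and 5% DMSO. ATP (5 microM final) started the reaction, which ran 60 minutes at room temperature before ADP-Glo detection.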
GLP1R ag: activates the human GLP-1 receptor; Potency, µM (doses to about 45.6 µM), for inactives: at the top dose activation, usual class: activators; HEK293 GLP-1R CRE-luciferase, luminescence, 4-6 h; cells express a hypersensitive GLP-1R form; hit rate 0.007% among 380,000; P43220; further: potency means the concentration at half of the fitted maximal effect; % of control where 0% means no effect
Active calls of the source: *; [ ] = remark or other dose. Unless noted, the call rests on the fitted dose curve; in most records, active means well fitted curve in the direction sought with a large enough effect; inconclusive means small, poorly fitted or top-dose-only effect, or another doubt; inactive means no such curve, though single readings can be large; an effect the other way counts as inactive or inconclusive. Not a hit list. About 7.8% of those tested had a hit in this group.

COc1cc(C(=O)Nc2nc(-c3ccc(C)cc3)cs2)ccc1OCC(=O)N1CCOCC1 was read as GLP-1R inv ag inconclusive, WRN helicase inh 4%, PLK1 PBD block -8%, GLP1R cytotox -26%, IL2 activator 0.6, D3 antag 47, D3 ag 0, PI5P4K alpha inh -9 and GLP1R ag 4%.
`Cc1c(C)n(C)c2ccc([N+](=O)[O-])cc12` gave GLP-1R inv ag -1%, WRN helicase inh 3%, PLK1 PBD block -3%, GLP1R cytotox 1%, IL2 activator -1.2, D3 antag -23, D3 ag 0, PI5P4K alpha inh 2 and GLP1R ag 5%.
Screening COc1ccc(-c2cc(C(F)(F)F)nc(NCc3ccco3)n2)cc1OC returned GLP-1R inv ag -4%, WRN helicase inh -6%, PLK1 PBD block 1%, GLP1R cytotox 7%, IL2 activator 0.8, D3 antag 25, D3 ag 4 and GLP1R ag 22%.
For C=CCn1c(-c2ccccc2OCC)n[nH]c1=S the results were GLP-1R inv ag -16%, WRN helicase inh 7%, PLK1 PBD block -26%, GLP1R cytotox -15%, IL2 activator 0.8, D3 antag -12, D3 ag -7, PI5P4K alpha inh -7 and GLP1R ag 0%.
Screening Cc1ccc(-c2nnc(-c3ccccc3S(=O)(=O)Cc3ccc(Cl)cc3)o2)cc1 returned GLP-1R inv ag 2%, WRN helicase inh -24%[57.1 µM], PLK1 PBD block -2%, GLP1R cytotox -6%, IL2 activator 0.7, D3 antag inconclusive, D3 ag 7, PI5P4K alpha inh 9 and GLP1R ag -1%.
For CC(C)CC(C(=O)O)N1C(=O)C2C3c4ccccc4C(c4ccccc43)[C@@H]2C1=O (some centres undefined) the results were GLP-1R inv ag -26%, WRN helicase inh -6%, PLK1 PBD block -5%, GLP1R cytotox 17%, IL2 activator -2.2, D3 antag 4, D3 ag 2, PI5P4K alpha inh 4 and GLP1R ag -5%.
`O=C(Nc1ccc(N2CCN(C(=O)c3ccco3)CC2)cc1)c1ccc(Br)cc1` gave GLP-1R inv ag 5%, WRN helicase inh -5%, PLK1 PBD block 0%, GLP1R cytotox -6%, IL2 activator -1.0, D3 antag 15, D3 ag 12, PI5P4K alpha inh -4 and GLP1R ag 6%.
`Cn1c(SCC(=O)Nc2ccc3c(c2)OCO3)nnc1-c1cnccn1` gave GLP-1R inv ag 5%, WRN helicase inh 4%, PLK1 PBD block -7%, GLP1R cytotox 9%, IL2 activator 0.6, D3 antag 17, D3 ag -1, PI5P4K alpha inh 5 and GLP1R ag 23%.
`O=C(O)CNc1nc(-c2ccccc2)nc2c1oc1ccccc12` gave GLP-1R inv ag 16%, WRN helicase inh 10%, PLK1 PBD block -10%, GLP1R cytotox -1%, IL2 activator -0.1, D3 antag -7, D3 ag -12, PI5P4K alpha inh 1 and GLP1R ag -2%.
Screening O=C(Cn1c(=O)oc2ccc(Cl)cc21)Nc1ccon1 returned GLP-1R inv ag 1%, WRN helicase inh 3%, PLK1 PBD block -10%, GLP1R cytotox 0%, IL2 activator 2.1, D3 antag -19, D3 ag 1, PI5P4K alpha inh 2 and GLP1R ag -4%.
Screening Cc1ccc[n+](-c2[nH]c(=O)sc2/C=N/NC(=O)c2ccccc2[O-])c1 returned GLP-1R inv ag 8%, WRN helicase inh -33%, PLK1 PBD block -15%, GLP1R cytotox -28%, IL2 activator 2.3, D3 antag -13, D3 ag -3, PI5P4K alpha inh -14 and GLP1R ag 0%.
Screening Cn1c(=O)[nH]c2cc(-c3noc(-c4ccc(Br)cc4)n3)ccc21 returned GLP-1R inv ag -3%, GLP1R cytotox 2%, D3 ag 0 and GLP1R ag -4%.
Screening O=C(Cc1c(F)cccc1Cl)N1CCN(S(=O)(=O)c2cccs2)CC1 returned GLP-1R inv ag 2%, WRN helicase inh -3%, PLK1 PBD block -6%, GLP1R cytotox 4%, IL2 activator 0.3, D3 antag 1, D3 ag -2, PI5P4K alpha inh 3 and GLP1R ag -3%.
Cc1cnc(NC(=O)Nc2ccc(Cl)cc2)s1 was read as GLP-1R inv ag inconclusive, WRN helicase inh 5%, PLK1 PBD block -13%, GLP1R cytotox 2%, IL2 activator -0.1, D3 antag -6, D3 ag 5, PI5P4K alpha inh 6 and GLP1R ag 9%.
Screening C=CCOc1ccc2c3c(c(=O)oc2c1)CCCC3 returned GLP-1R inv ag 15%, WRN helicase inh -14%, PLK1 PBD block -3%, GLP1R cytotox 21%, IL2 activator 0.6, D3 antag -9, D3 ag 2, PI5P4K alpha inh 1 and GLP1R ag 12%.

Three structures already listed, ordered by molar mass, low to high.
For C=CCn1c(-c2ccccc2OCC)n[nH]c1=S the results were GLP-1R inv ag -16%, WRN helicase inh 7%, PLK1 PBD block -26%, GLP1R cytotox -15%, IL2 activator 0.8, D3 antag -12, D3 ag -7, PI5P4K alpha inh -7 and GLP1R ag 0%.
`O=C(O)CNc1nc(-c2ccccc2)nc2c1oc1ccccc12` gave GLP-1R inv ag 16%, WRN helicase inh 10%, PLK1 PBD block -10%, GLP1R cytotox -1%, IL2 activator -0.1, D3 antag -7, D3 ag -12, PI5P4K alpha inh 1 and GLP1R ag -2%.
Screening Cn1c(=O)[nH]c2cc(-c3noc(-c4ccc(Br)cc4)n3)ccc21 returned GLP-1R inv ag -3%, GLP1R cytotox 2%, D3 ag 0 and GLP1R ag -4%.

New compounds follow
Screening O=C(CN1CCOCC1)Nc1cc(C(F)(F)F)ccc1Cl returned GLP-1R inv ag -13%[0.307 µM], WRN helicase inh -3%, PLK1 PBD block 21µM*, GLP1R cytotox 6%[0.307 µM], IL2 activator 1.6, D3 antag 17, D3 ag 3, PI5P4K alpha inh -9 and GLP1R ag -2%.
CCN1CCN(c2nc3c(c(=O)[nH]c(=O)n3C)n2Cc2ccccc2F)CC1 was read as GLP-1R inv ag -2%, WRN helicase inh -6%, PLK1 PBD block -8%, GLP1R cytotox 3%, IL2 activator -0.1, D3 antag -3, D3 ag -6, PI5P4K alpha inh 0 and GLP1R ag -2%.
`CCN1C(=O)C(c2ccc(O)cc2)(c2ccc(O)cc2)c2ccccc21` gave GLP-1R inv ag inconclusive, WRN helicase inh -4%, PLK1 PBD block -7%, GLP1R cytotox 7%, IL2 activator -2.8, D3 antag 1, D3 ag 13, PI5P4K alpha inh -2 and GLP1R ag 3%.
For CCOC(=O)c1ccc(NC(=O)c2nc[nH]c2C(=O)N2CCN(c3ccccc3)CC2)cc1 the results were GLP-1R inv ag 5%, WRN helicase inh 7%, PLK1 PBD block -2%, GLP1R cytotox -1%, IL2 activator 0.6, D3 antag 0, D3 ag 11, PI5P4K alpha inh -1 and GLP1R ag -6%.
`CC(=O)Cn1c(C(F)(F)F)nc2ccccc21` gave GLP-1R inv ag 0%, WRN helicase inh -7%, PLK1 PBD block -4%, GLP1R cytotox 0%, IL2 activator -0.3, D3 antag inconclusive, D3 ag -3, PI5P4K alpha inh -4 and GLP1R ag -3%.
COc1ccc(Oc2ccc(/C=N/NC(=O)c3cccnc3)cc2[N+](=O)[O-])cc1 was read as GLP-1R inv ag inconclusive, WRN helicase inh -8%, PLK1 PBD block -2%, GLP1R cytotox -22%, IL2 activator 0.3, D3 antag -21, D3 ag -4, PI5P4K alpha inh -1 and GLP1R ag 9%.
Screening O=C(CCCCC(=O)NCc1cccs1)NCc1cccs1 returned GLP-1R inv ag -1%, WRN helicase inh 1%, PLK1 PBD block -4%, GLP1R cytotox 1%, IL2 activator 0.6, D3 antag 18, D3 ag -4, PI5P4K alpha inh 2 and GLP1R ag -3%.
For Brc1cccc(-c2n[nH]c(-c3ccccc3)n2)c1 the results were GLP-1R inv ag 0%, WRN helicase inh -29%, PLK1 PBD block -14%, GLP1R cytotox -4%, IL2 activator -5.7, D3 antag -9, D3 ag -8, PI5P4K alpha inh 22 and GLP1R ag 12%.
For COc1ccc(C(=O)CC(Sc2ccccc2N)c2ccc(OC)cc2)cc1 (centres undefined) the results were GLP-1R inv ag inconclusive, WRN helicase inh -6%, PLK1 PBD block inconclusive, GLP1R cytotox 1%, IL2 activator -2.2, D3 antag 0, D3 ag 3, PI5P4K alpha inh 18 and GLP1R ag -2%.
`Cc1ccc(NC(=O)CCC(=O)N/N=C/c2ccccc2O)cc1` gave GLP-1R inv ag inconclusive, WRN helicase inh -7%[11.6 µM], PLK1 PBD block 5%, GLP1R cytotox -17%, IL2 activator -0.4, D3 antag -14, D3 ag -1, PI5P4K alpha inh 4 and GLP1R ag -8%.
Screening CN(C)CCCN(C(=O)c1ccc(S(=O)(=O)N2CCc3ccccc3C2)cc1)c1nc2c(F)cccc2s1 returned GLP-1R inv ag inconclusive, WRN helicase inh -20%, PLK1 PBD block 0%, GLP1R cytotox -6%, IL2 activator -3.4, D3 antag -20, D3 ag -10, PI5P4K alpha inh -4 and GLP1R ag 3%.
Cc1ccc(C(=O)CSc2ncnc3sc4c(c23)CCC(C)C4)cc1 (centres undefined) was read as GLP-1R inv ag 4%, WRN helicase inh inconclusive, PLK1 PBD block inconclusive, GLP1R cytotox 5%, IL2 activator 0.9, D3 antag 0, D3 ag -1, PI5P4K alpha inh 1 and GLP1R ag 4%.
`COc1ccc(/C=N/N=C2/SCC(=O)N2Cc2ccccc2)cc1` gave GLP-1R inv ag -30%, WRN helicase inh -28%, PLK1 PBD block -2%, GLP1R cytotox 13%, IL2 activator -0.1, D3 antag 18, D3 ag 15, PI5P4K alpha inh 7 and GLP1R ag 7%.
`O=c1c(/C=N\NS(=O)(=O)c2ccccc2)coc2ccc(Cl)cc12` gave GLP-1R inv ag -2%, WRN helicase inh 1%, PLK1 PBD block -15%, GLP1R cytotox -9%, IL2 activator -0.1, D3 antag 22, D3 ag 2, PI5P4K alpha inh 5 and GLP1R ag -6%.
CCOc1ccc(CNS(=O)(=O)c2c(C(=O)N3CCCC3)c(C)n(C)c2C)cc1OC was read as GLP-1R inv ag 4%, WRN helicase inh 0%, PLK1 PBD block inconclusive, GLP1R cytotox 1%, IL2 activator -2.1, D3 antag -7, D3 ag 0, PI5P4K alpha inh 2 and GLP1R ag 8%.
